MBNL1-CUG inh: qHTS Assay for Inhibitors of MBNL1-poly(CUG) RNA binding. TR-FRET MBNL1-His/biotin-(CUG)12 binding, 665/545 ratio. Potency, µM (top dose mostly 57.5 µM), inactives show at the top dose activity change, negative = inhibition, most hits filed as inhibitors. 280,000 tested, 0.036% active; active = well fitted inhibition curve with a large enough effect in the signal ratio, with a control signal flat, not every such curve was filed as active; inconclusive = small, poorly fitted or top-dose-only effect, or effect the other way, or a change in a side signal; inactive = no such curve, though single readings can be large or run the other way; the % refers to the signal ratio; note: % is set by controls: 0 for no effect and ±100 for the full control effect
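Inhibition of protein-RNA binding appears as loss of TR-FRET between terbium anti-His antibody on MBNL1-His and streptavidin-XL665 on biotin-(CUG)12. Activity is normalized to buffer-only and uninhibited-complex controls.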
NPC1 prom act: qHTS Assay for NPC1 Promoter Activators; Huh7 NPC1 promoter luciferase reporter, 24 h; 320,000 tested, 2.4% active; Potency, µM (doses to about 9.22 µM), without a hit: top-dose activation, hits mostly activators;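 note: % of control where 0% means no effect; nearly all actives have a fitted effect of over 60% in size; reporter is driven by a mutant NPC1 promoter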
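Stable NPC1-promoter luciferase Huh7 line; cpd (DMSO) 24 h, 37 °C, 5% CO2; Amplite luciferase reagent 10 min RT; luminescence readout. qHTS format.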
uPA generation: qHTS for Inhibitors of Cell Surface uPA Generation; cell surface uPA generation assay, qHTS; Potency, µM (highest dose often 38.3 µM), without a hit: at the highest dose activity change, negative = inhibition, most hits filed as inhibitors; 330,000 tested, 0.31% active; active = well fitted inhibition curve with a large enough effect; inconclusive = small, poorly fitted or top-dose-only effect; inactive = no such curve, though single readings can be large or run the other way; tested in mouse RAW 264.7 cells; note: % is set by controls: 0 for no effect and ±100 for the full control effect; nearly all actives have a fitted effect of over 55% in size
Gal4-VP16 FLuc: VP16 counterscreen qHTS for inhibitors of ROR gamma transcriptional activity; Drosophila S2 Gal4-VP16 UAS-luciferase, luminescence, 20 h; 310,000 tested, 3.5% active; AID 2546, 2010; Potency, µM (series often up to 53.6 µM), without a hit: at the highest dose activity, negative = inhibition, most hits filed as inhibitors;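 note: Gal4-VP16 expression switched on by copper sulfate through the metallothionein promoter; % is set by controls: 0 for no effect and ±100 for the full control effect; nearly all actives have a fitted effect of over 50% in size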
Rab9 promoter act: qHTS Assay for Rab9 Promoter Activators. Huh7 Rab9 promoter-luciferase reporter, luminescence, 24 h. Potency, µM (series often up to 9.22 µM), inactives show at the highest dose activation, negative = inhibition, usual class: activators. 320,000 tested, 2.8% active; note: % of control where 0% means no effect; nearly all actives have a fitted effect of over 60% in size
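Cells were plated at 1500 per well in reduced-serum medium with 10% FBS and left 2 h. Compound in DMSO was then added for 24 h at 37 °C. Reporter signal was read by luminescence after 10 min with luciferase detection reagent.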
ELG1 genotoxic: qHTS screen for small molecules that induce genotoxicity in human embryonic kidney (HEK293T) cells expressing luciferase-tagged ELG1; AID 504466, 2011; 330,000 tested, 1.3% active; Potency, µM (series often up to 46 µM), without a hit: at the highest dose activity change, positive = activation, usual class: activators; HEK293T ELG1-luciferase reporter, luminescence, 16 h; note: % of control where 0% means no effect; nearly all actives have a fitted effect of over 60% in size
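Reporter readout depends on ELG1 protein level, which increases with genetic stress. After 16 hr compound exposure at 37 °C, luciferase activity was quantified using ONE-Glo.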
BRCA1 expr act: qHTS Assay to Identify Small Molecule Activators of BRCA1 Expression; Potency, µM (titrated, usually from 46.1 µM), for the others: at the top dose activation, usual class: activators; MCF7-BRCA1-FFLuc reporter, luminescence, 48 h; response scale: scaled: vehicle 0%, 10 µM genistein 100%; 380,000 tested, 1.1% active; AID 624202, 2012; note: nearly all actives have a fitted effect of over 80% in size; some results filed as inactive show a strong effect at the top dose
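Quantitative HTS in MCF7 cells stably reporting BRCA1 expression via firefly luciferase. Compound treatment lasts 48 h at 37 °C in phenol-red free MEM. Activation is expressed relative to genistein at 10 microM and DMSO.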
FLuc counter: qHTS profiling assay for firefly luciferase inhibitor/activator using purifed enzyme and Km concentrations of substrates (counterscreen for miR-21 project); Luciferin 4-monooxygenase (Photinus pyralis), P08659; purified FLuc, Km substrates, luminescence inhibition; Potency, µM (doses to about 57.5 µM), without a hit: at the highest dose activity change, negative = inhibition, hits mostly inhibitors; 360,000 tested, 6.9% active;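 note: plate controls were vehicle for no effect and reference inhibitor for full effect; nearly all actives have a fitted effect of over 55% in size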
Target sequence (P08659 whole entry, looked up): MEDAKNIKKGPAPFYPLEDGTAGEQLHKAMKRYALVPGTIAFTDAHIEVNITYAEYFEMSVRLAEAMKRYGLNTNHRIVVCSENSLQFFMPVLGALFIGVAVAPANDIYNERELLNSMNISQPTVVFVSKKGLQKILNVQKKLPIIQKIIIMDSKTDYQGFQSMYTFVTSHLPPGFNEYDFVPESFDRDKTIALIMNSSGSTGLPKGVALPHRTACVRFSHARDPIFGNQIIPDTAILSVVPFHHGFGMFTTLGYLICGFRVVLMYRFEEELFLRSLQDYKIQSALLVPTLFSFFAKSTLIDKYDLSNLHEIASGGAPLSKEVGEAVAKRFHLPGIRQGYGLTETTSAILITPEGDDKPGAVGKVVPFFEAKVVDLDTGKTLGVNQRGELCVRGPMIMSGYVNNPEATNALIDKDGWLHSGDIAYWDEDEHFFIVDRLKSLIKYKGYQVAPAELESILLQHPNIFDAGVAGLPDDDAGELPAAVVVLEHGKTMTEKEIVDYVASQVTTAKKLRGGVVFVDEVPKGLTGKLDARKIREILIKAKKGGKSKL
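Purified P. pyralis luciferase (10nM final) with 10uM D-luciferin and 10uM ATP (Km levels) in 50mM Tris acetate pH 7.5, 10mM Mg acetate, 0.01% Tween-20, 0.05% BSA; qHTS 6-point titration, ~60 µM downward; luminescence read.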
p53 reactivation: qHTS assay for re-activators of p53 using a Luc reporter | H1299 p53-A138V BP100-luciferase reporter, luminescence, 24 h | Potency, µM (titrated, usually from 92.2 µM), without a hit: top-dose activity change, positive = activation, most hits filed as activators | 320,000 tested, 0.063% active | AID 504706, 2011; note: % of control where 0% means no effect; nearly all actives have a fitted effect of over 45% in size
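H1299 (p53-null), stable ts p53-A138V + BP100-Luc; 1000 cells/well, Opti-MEM/10% FBS; cpd 4 pt, 1:5; 24 h, 37 deg C, 5% CO2; detection reagent 10 min RT; luminescence.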
RORg inh: qHTS for inhibitors of ROR gamma transcriptional activity; 310,000 tested, 5.4% active; Potency, µM (top dose mostly 53.6 µM), inactives show top-dose activity change, negative = inhibition, usual class: inhibitors; Drosophila S2 Gal4-RORgamma UAS-luciferase reporter, 20 h; AID 2551, 2010; Nuclear receptor ROR-gamma (Mus musculus), P51450; note: % is set by controls: 0 for no effect and ±100 for the full control effect; nearly all actives have a fitted effect of over 60% in size
Target sequence (P51450 whole entry, looked up, the tested form may be a part): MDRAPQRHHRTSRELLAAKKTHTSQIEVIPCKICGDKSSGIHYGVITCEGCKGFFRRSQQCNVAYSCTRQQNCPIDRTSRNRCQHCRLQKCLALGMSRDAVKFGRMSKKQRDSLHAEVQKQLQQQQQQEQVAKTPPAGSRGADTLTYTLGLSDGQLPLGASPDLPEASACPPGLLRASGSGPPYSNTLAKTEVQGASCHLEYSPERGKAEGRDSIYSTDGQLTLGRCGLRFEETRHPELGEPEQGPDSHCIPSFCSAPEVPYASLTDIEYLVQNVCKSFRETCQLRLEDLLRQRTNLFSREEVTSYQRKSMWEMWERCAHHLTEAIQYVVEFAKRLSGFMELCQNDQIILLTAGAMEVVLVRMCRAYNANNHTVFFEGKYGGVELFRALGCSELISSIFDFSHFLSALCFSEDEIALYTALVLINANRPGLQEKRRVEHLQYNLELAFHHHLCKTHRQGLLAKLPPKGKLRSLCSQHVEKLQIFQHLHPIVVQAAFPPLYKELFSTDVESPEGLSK
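Using a luciferase readout, inhibitors were identified by reduced reporter activity in Drosophila cells coexpressing a copper-inducible Gal4–ROR gamma fusion and UAS-driven Photinus luciferase, incubated 20 hr after 700 uM copper sulfate.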
Numbers without * were called inactive; & = joins results of further samples; [ ] = remark or other dose. Unless noted, calls come from the whole dose curve; as a rule, active = well fitted curve in the direction sought with a large enough effect; inconclusive = small, poorly fitted or top-dose-only effect, or another doubt; inactive = no such curve, though single readings can be large; an effect the other way counts as inactive or inconclusive. Potency is the fitted concentration of half-maximal effect.

How did COc1ccc(-c2nc(-c3ccc(NC(=O)c4ccc(Br)o4)cc3)no2)cc1OC do in these assays?
MBNL1-CUG inh: 9%; NPC1 prom act: 29%; uPA generation: -7%; Gal4-VP16 FLuc: inconclusive; Rab9 promoter act: 4%; ELG1 genotoxic: inconclusive; BRCA1 expr act: -38%; FLuc counter: inconclusive; p53 reactivation: inconclusive; RORg inh: inconclusive

What do the screens show for `Cc1cc(SCC#N)n2nc(C)c(-c3ccc(Cl)cc3)c2n1`?
MBNL1-CUG inh: 0%; NPC1 prom act: -4%; Gal4-VP16 FLuc: inconclusive; Rab9 promoter act: -12%; ELG1 genotoxic: 5%; BRCA1 expr act: -37%; FLuc counter: -1%; p53 reactivation: -4%; RORg inh: 16µM*

Results for Cc1ccc(C(=O)C(c2ccccc2)N2Cc3ccccc3C2=N)cc1 (stereo not given) ?
MBNL1-CUG inh: 2%; NPC1 prom act: -9%; uPA generation: -16%; Gal4-VP16 FLuc: 10µM*; Rab9 promoter act: -14%; ELG1 genotoxic: -4%; BRCA1 expr act: -80%; FLuc counter: 0%; p53 reactivation: -3%; RORg inh: 4µM*

How did CC1CCCCN1S(=O)(=O)c1ccc(S(=O)(=O)N(CC(=O)Nc2ccccc2)Cc2cccs2)cc1 (stereo not given) do in these assays?
MBNL1-CUG inh: 0%; NPC1 prom act: -3%; uPA generation: 0%; Gal4-VP16 FLuc: inconclusive; Rab9 promoter act: -5%; ELG1 genotoxic: -3%; BRCA1 expr act: -30%; FLuc counter: 2%; p53 reactivation: -6%; RORg inh: inconclusive

Results for CC1Cc2ccccc2N1CC(=O)Nc1ccc(Cl)c(S(=O)(=O)N(C)C)c1 (stereo not given) ?
MBNL1-CUG inh: 12%; NPC1 prom act: -2%; uPA generation: 1%; Gal4-VP16 FLuc: 8%; Rab9 promoter act: 1%; ELG1 genotoxic: -13%; BRCA1 expr act: -22%; FLuc counter: 2%; p53 reactivation: -1%; RORg inh: 16%

What do the screens show for `CN(C)CCCN(Cc1ccccc1)C(=S)Nc1cccc(C(F)(F)F)c1`?
MBNL1-CUG inh: -9%; NPC1 prom act: -2%; uPA generation: 3%; Gal4-VP16 FLuc: -13%; Rab9 promoter act: -5%; ELG1 genotoxic: -1%; BRCA1 expr act: -43%; FLuc counter: -3%; p53 reactivation: -7%; RORg inh: -43%

What do the screens show for `Cc1cc(C)n(C(=O)c2nn(C)c(C)c2[N+](=O)[O-])n1`?
MBNL1-CUG inh: 1%; NPC1 prom act: -3%; uPA generation: -1%; Gal4-VP16 FLuc: -2%; Rab9 promoter act: 2%; ELG1 genotoxic: 0%; BRCA1 expr act: 3%; FLuc counter: 3%; p53 reactivation: -1%; RORg inh: -20%

Results for CCOc1ccc(NC(=S)NC(=O)c2c(Br)cnn2C)c([N+](=O)[O-])c1 ?
MBNL1-CUG inh: 14%[11.5 µM]; NPC1 prom act: 8%; uPA generation: -11%; Gal4-VP16 FLuc: -1%; Rab9 promoter act: 17%; ELG1 genotoxic: 2%; BRCA1 expr act: 4%; FLuc counter: 6µM*; p53 reactivation: 15%; RORg inh: inconclusive

What do the screens show for `CCOCc1nnc(NC(=O)c2c(-c3ccccc3)noc2C)s1`?
MBNL1-CUG inh: -2%; NPC1 prom act: -3%; uPA generation: 3%; Gal4-VP16 FLuc: -9%; Rab9 promoter act: 2%; ELG1 genotoxic: 0%; BRCA1 expr act: -1%; FLuc counter: -2%; p53 reactivation: -2%; RORg inh: -22%

Results for O=C(CCCNS(=O)(=O)c1cccc2nsnc12)NCc1ccc(F)cc1 ?
MBNL1-CUG inh: inconclusive; NPC1 prom act: 0%; uPA generation: -6%; Gal4-VP16 FLuc: 2%; Rab9 promoter act: -4%; ELG1 genotoxic: -5%; BRCA1 expr act: 0%; FLuc counter: 0%; p53 reactivation: 6%; RORg inh: 0%

What do the screens show for `CC1(c2ccccc2)NC(=O)N(Cc2ccc([N+](=O)[O-])cc2)C1=O` (stereo not given)?
MBNL1-CUG inh: inconclusive; NPC1 prom act: -5%; uPA generation: 4%; Gal4-VP16 FLuc: -9%; Rab9 promoter act: 0%; ELG1 genotoxic: 0%; BRCA1 expr act: -23%; FLuc counter: -1%; p53 reactivation: -6%; RORg inh: 36%

What do the screens show for `Cc1ccc(SCC(=O)OCC(=O)NCCc2ccc(S(N)(=O)=O)cc2)c(C)c1`?
uPA generation: 3%; ELG1 genotoxic: 0%; BRCA1 expr act: -27%; p53 reactivation: -1%

What do the screens show for `CC(NC(=O)CN1c2cccc3cccc(c23)S1(=O)=O)c1ccc(S(N)(=O)=O)cc1` (stereo not given)?
NPC1 prom act: 0%; uPA generation: -11%; Rab9 promoter act: -4%; ELG1 genotoxic: 0%; BRCA1 expr act: -5%; FLuc counter: 0%; p53 reactivation: -7%

How did Cc1ccc(N)cc1-n1c(C)ccc1C do in these assays?
MBNL1-CUG inh: 12%; NPC1 prom act: -5%; uPA generation: -11%; Gal4-VP16 FLuc: 3%; Rab9 promoter act: -2%; ELG1 genotoxic: inconclusive; BRCA1 expr act: -2%; FLuc counter: 7%; p53 reactivation: inconclusive; RORg inh: 15%

How did COc1cccc(N(CC(=O)NC(C)(C)C)C(=O)C2CSC(=O)C2)c1 (stereo not given) do in these assays?
MBNL1-CUG inh: -5%; NPC1 prom act: -1%; uPA generation: 7%; Gal4-VP16 FLuc: 4%; Rab9 promoter act: -6%; ELG1 genotoxic: -1%; BRCA1 expr act: -2%; FLuc counter: 1%; p53 reactivation: 2%; RORg inh: 8%

Results for O=C(COc1ccc(F)cc1F)N1CCCCCCC1 ?
MBNL1-CUG inh: -1%; NPC1 prom act: 8%; uPA generation: 1%; Rab9 promoter act: 12%; ELG1 genotoxic: 2%; BRCA1 expr act: 25%; FLuc counter: -2%

Results for CCCCN1CCc2c([nH]c3c(C)cccc23)C1=O ?
MBNL1-CUG inh: -3%; NPC1 prom act: inconclusive; uPA generation: -6%; Gal4-VP16 FLuc: 11%; Rab9 promoter act: inconclusive; ELG1 genotoxic: inconclusive; BRCA1 expr act: inconclusive; FLuc counter: inconclusive; p53 reactivation: inconclusive; RORg inh: -8%

Results for O=C(Nc1cccc(S(=O)(=O)N2CCCC2)c1)c1cccc(OC(F)F)c1 ?
NPC1 prom act: -1%; uPA generation: -3%; Rab9 promoter act: -1%; ELG1 genotoxic: -6%; BRCA1 expr act: -32%; FLuc counter: -10%; p53 reactivation: -5%

How did CCOc1cc2[nH]c(=S)n(C3CC3)c(=O)c2cc1OCC do in these assays?
MBNL1-CUG inh: -2%; NPC1 prom act: -2%; uPA generation: -9%; Gal4-VP16 FLuc: 16µM*; Rab9 promoter act: 0%; ELG1 genotoxic: -6%; BRCA1 expr act: 0%; FLuc counter: 0%; p53 reactivation: 2%; RORg inh: 4.5µM*

What do the screens show for `Cc1ccc(S(=O)(=O)c2nc(-c3ccco3)oc2SC(C)C)cc1`?
MBNL1-CUG inh: 8%; NPC1 prom act: 1%; uPA generation: 1%; Gal4-VP16 FLuc: -13%; Rab9 promoter act: 0%; ELG1 genotoxic: 2%; BRCA1 expr act: -26%; FLuc counter: 4%&-2%; p53 reactivation: 14%; RORg inh: 0%

What do the screens show for `CCNC(=O)CC1SC(=Nc2ccccc2C)N(C)C1=O` (stereo not given)?
MBNL1-CUG inh: -8%; NPC1 prom act: -7%; uPA generation: 1%; Gal4-VP16 FLuc: -10%; Rab9 promoter act: -4%; ELG1 genotoxic: 1%; BRCA1 expr act: 2%; FLuc counter: 2%; p53 reactivation: -3%; RORg inh: -34%

What do the screens show for `O=C(CN1CCc2ccccc21)NC(=O)NCc1ccccc1`?
MBNL1-CUG inh: -2%; NPC1 prom act: -3%; uPA generation: 1%; Gal4-VP16 FLuc: -3%; Rab9 promoter act: 5%; ELG1 genotoxic: -8%; BRCA1 expr act: -5%; FLuc counter: 3%; p53 reactivation: -1%; RORg inh: inconclusive

Results for O=C(/C=C/c1ccccc1F)c1ccoc1 ?
MBNL1-CUG inh: -11%; NPC1 prom act: -4%; uPA generation: 1%; Gal4-VP16 FLuc: inconclusive; Rab9 promoter act: 4%; ELG1 genotoxic: -1%; BRCA1 expr act: -17%; FLuc counter: 12µM*; p53 reactivation: -31%[inhibitor]; RORg inh: -28%

How did CCOC(=O)N1CCN(C(=O)/C(=C/c2ccc(Cl)cc2)NC(=O)c2ccccc2)CC1 do in these assays?
MBNL1-CUG inh: 2%; NPC1 prom act: -3%; uPA generation: -4%; Gal4-VP16 FLuc: -4%; Rab9 promoter act: -8%; ELG1 genotoxic: -1%; BRCA1 expr act: -21%; FLuc counter: -1%; p53 reactivation: 1%; RORg inh: 2%

Assay outcomes as filed in PubChem BioAssay.
